Screening results from PubChem.
SKN-1 block = inhibitors of C. elegans SKN-1; C. elegans VP596 Pgst-4::GFP/RFP ratio, acrylamide-induced, 24 h; inhibition, % at 21.8 µM; hit rate 0.49% among 360,000; AID 624304;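 active = interference check ratio from 0.5 to 1.5 plus GFP to RFP signal ratio inhibition reaching or exceeding a fixed threshold, cut at about 30% in these data, passing the limit was not always enough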; note: some compounds called inactive have numbers as strong as hits
NadD block = NadD (S. aureus) enzyme inhibition | purified NadD enzyme, colorimetric absorbance read-out | inhibition, % at 20 µM | hit rate 0.78% among 360,000; in the data active = inhibition above about 26%; note: some compounds past the cut are filed as inactive
Scp1 inh = inhibitors of human Scp-1 phosphatase. hit rate 0.88% among 340,000. Q9GZU7. Recombinant Scp1, phosphopeptide, malachite green phosphate absorbance. inhibition, % at 20 µM;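 active = inhibition above about 50% at 20 µM, limit read from the data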;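 note: plate controls were DMSO wells with enzyme for no effect and wells lacking enzyme for full effect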
Target sequence (Q9GZU7 76-261 limits assumed): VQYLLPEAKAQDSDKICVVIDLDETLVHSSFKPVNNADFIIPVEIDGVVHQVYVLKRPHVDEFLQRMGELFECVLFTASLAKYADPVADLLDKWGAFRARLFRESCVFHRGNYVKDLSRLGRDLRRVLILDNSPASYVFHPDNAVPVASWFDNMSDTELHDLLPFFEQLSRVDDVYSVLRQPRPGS
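Test system: SCP-1 phosphatase catalytic domain, residues 76-261 | Compound dosing: One concentration, 20 µM, with 1.0% DMSO | Schedule: 45 min room-temperature reaction, 5 min colour, 30 min stabiliser | Detection: Absorbance at 630 nm | Read-out basis: % inhibition of SCP-1 phosphate liberation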
DNMT1 inh = inhibitors of human DNMT1 | inhibition (reported as % activation of signal), % at 10 µM | AID 588458 | hit rate 0.83% among 360,000 | DNMT1 molecular beacon, Hinp1I cleavage, fluorescence; in the data active = inhibition above about 50%
LMPTP inh = LMPTP (human) inhibition. inhibition, % at 20 µM. hit rate 0.22% among 360,000. recombinant LMPTP-A, OMFP fluorogenic substrate, fluorescence intensity;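 active = compounds that cut the enzyme signal by at least half of the control window in the single-dose screen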;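 note: plate controls were DMSO wells with enzyme plus substrate for no effect and substrate without enzyme for full effect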
Target sequence (P24666 whole entry, looked up): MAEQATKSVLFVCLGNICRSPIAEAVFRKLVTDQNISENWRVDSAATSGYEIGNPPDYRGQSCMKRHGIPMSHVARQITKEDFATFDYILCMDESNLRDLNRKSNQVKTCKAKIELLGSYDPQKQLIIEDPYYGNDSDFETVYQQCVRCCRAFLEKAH
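material = LMPTP-A | quantity = 0.625 nM enzyme | reagent = OMFP substrate, 400 µM final | buffer or medium = Bis-Tris pH 6.0, DTT, detergent | detection = endpoint fluorescence intensity from OMFP dephosphorylation | dosing = single 20 µM dose | read-out basis = % inhibition relative to no-enzyme and uninhibited control wells | control set = no-enzyme and uninhibited controls | timing = 50 min at room temperature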
MT1-MMP act inh = inhibitors of human MT1-MMP activation. P50281. HT1080 RFP-PRO-GFP cells, GFP/RFP ratio fluorescence, overnight; percent of plate control window, DMSO zero. GFP/RFP ratio change, % at 20 µM. hit rate 0.061% among 360,000. AID 651647;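 active = GFP/RFP ratio change of at least 30% with cell ATP level not reduced by more than half and red fluorescence within 50% of control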; note: strong numbers were not always called active
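Material – HT1080 RFP-PRO-GFP cells · Control set – DMSO wells and RFP-L50D-GFP cells · Incubation – overnight cell settling, then overnight compound exposure, 37 °C, 5% CO2 · Compound dosing – single-point 20 µM compound, 1% DMSO · Read-out – GFP/RFP fluorescence ratio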
Rpn11 block = Rpn11 (human) deubiquitinase inhibition; human 26S proteasome, Ub4-pepOG fluorescence polarization; 20S core pre-blocked with epoxomicin; calls only at 20 µM; hit rate 0.59% among 360,000; AID 588493;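 active = inhibition at 20 µM, scaled to each plate's controls, above about 33%, limit read from the data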
CendR NRP1 mod = NRP-1/CendR interaction modulation; O14786; FAM-RPARPAR peptide binding to NRP-1, fluorescence polarization; inhibition, % at 25 µM; hit rate 0.85% among 360,000; AID 602438;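 active = inhibition or corrected inhibition above about 18%, plus a signal ratio from 0.5 to 1.5, limit read from the data, passing the limit was not always enough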; note: strong numbers were not always called active
SUMO1-SIM PPI = alters human SUMO1 binding to SIM partners; P63165; inhibition, % at 20 µM; SUMO1 binding to a labelled peptide, TR-FRET, 1 h; hit rate 0.33% among 360,000; in the data active = inhibition above about 37%
Target sequence (P63165 whole entry, looked up): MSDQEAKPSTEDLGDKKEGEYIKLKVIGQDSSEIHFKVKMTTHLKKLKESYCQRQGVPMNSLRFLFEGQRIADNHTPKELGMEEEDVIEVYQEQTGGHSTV
STEP block = inhibitors of human striatal-enriched phosphatase STEP. P54829. recombinant STEP, OMFP fluorogenic substrate, fluorescence. inhibition, % at 20 µM. hit rate 0.25% among 360,000;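 active = inhibition at 20 µM, scaled per plate between control wells, above about 37%, limit read from the data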;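 note: 0% = DMSO with enzyme and substrate and 100% = substrate only without enzyme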
Target sequence (P54829 whole entry, looked up): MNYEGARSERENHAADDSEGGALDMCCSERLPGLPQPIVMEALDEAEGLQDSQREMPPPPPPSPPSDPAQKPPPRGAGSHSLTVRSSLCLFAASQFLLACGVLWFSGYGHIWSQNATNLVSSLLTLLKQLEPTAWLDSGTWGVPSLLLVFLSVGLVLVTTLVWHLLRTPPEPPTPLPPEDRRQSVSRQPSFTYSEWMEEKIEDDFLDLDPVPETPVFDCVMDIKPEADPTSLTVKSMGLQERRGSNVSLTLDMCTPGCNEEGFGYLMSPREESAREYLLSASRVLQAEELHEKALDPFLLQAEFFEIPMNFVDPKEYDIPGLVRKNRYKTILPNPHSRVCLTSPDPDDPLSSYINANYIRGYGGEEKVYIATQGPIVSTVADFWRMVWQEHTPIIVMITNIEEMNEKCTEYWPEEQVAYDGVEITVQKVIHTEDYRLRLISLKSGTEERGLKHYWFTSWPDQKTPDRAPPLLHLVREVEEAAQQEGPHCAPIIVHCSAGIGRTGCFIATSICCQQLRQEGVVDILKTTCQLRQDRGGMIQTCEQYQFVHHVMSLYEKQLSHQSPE
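material = STEP tyrosine phosphatase | reagent = fluorogenic phosphatase substrate OMFP at 25 µM final | doses = single compound dose of 20 µM, 1% DMSO final | schedule = 20 min reaction, room temperature, in the dark | measured by = fluorescence, 480/540 nm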
* = called active by the depositor; i = inactive; x = not tested or not shown. Hits appear at their usual frequency. Share with any hit: about 3.9%.

SKN-1 block	NadD block	Scp1 inh	DNMT1 inh	LMPTP inh	MT1-MMP act inh	Rpn11 block	CendR NRP1 mod	SUMO1-SIM PPI	STEP block	Structure
-3	1	-6	0	1.5	3	i	10	3	-4	CCOc1cc(N2CCOCC2)c(OCC)cc1NC(=O)c1ccccc1C
10	-2	3	1	0.5	-2	i	6	3	2	Cc1nn(C)c(C)c1S(=O)(=O)NCc1cccs1
15	-1	-16	1	-0.8	8	i	-6	-16	-1	COc1ccc2cc3cc(C(=O)NCC4CCCO4)oc3nc2c1 (stereo not given)
7	-4	18	-1	1.8	2	i	-15	-1	-2	COc1ccc(CNC(=O)C(=O)NCC2CCCN2S(=O)(=O)c2cccs2)cc1 (stereo not given)
3	-10	6	-6	1.3	0	i	-1	0	0	COc1ccc(S(=O)(=O)N2CCN(Cc3cccc(Cl)c3)CC2)cc1
-3	-5	-8	2	0.3	-5	i	-1	2	-2	CC(NS(=O)(=O)c1cccc(Cl)c1)C(=O)N(C)C1CCN(C)CC1 (stereo not given)
-8	-3	-2	6	-1.6	x	i	5	5	-2	CCOC(=O)c1c(C)[nH]c(C(=O)COC(=O)CCC2CCCC2)c1C
-7	-5	-3	1	1.5	3	i	9	0	6	Cc1ccc(NC(=O)CN(C)Cc2ccc(Cl)cc2)cc1
6	5	-2	6	-0.5	-2	i	-6	7	2	O=C(CN1C(=O)C2C3C=CC(C3)C2C1=O)Nc1ccc(S(=O)(=O)Nc2nccs2)cc1 (stereo not given)
-4	-5	6	5	0.6	4	i	6	3	0	COc1cc(C(=O)OCC(=O)N2c3ccccc3NC(=O)C2(C)C)ccc1OCC(C)C
-4	2	-6	-4	0.0	-1	i	1	-11	-1	O=C(COC(=O)CSc1ccc2ccccc2c1Br)NC1CC1
5	-7	-17	2	0.4	1	i	2	1	0	Cc1sc2ncnc(OCC(=O)c3ccc(S(=O)(=O)N4CCCC4)cc3)c2c1C
9	-6	-6	-1	0.8	1	i	8	0	0	CCOc1ncccc1C(=O)OCC(=O)Nc1cccc(S(N)(=O)=O)c1
8	1	-1	1	-0.7	0	i	11	5	0	COc1ccccc1C(=O)N/C(=C\c1ccccc1)C(=O)NC(Cc1ccccc1)C(=O)O (stereo not given)
-2	-1	-5	-8	1.1	0	i	4	2	2	CC(C)(C)c1cc(=O)n(-c2ccccc2)[nH]1
24	-9	-4	2	-1.4	-2	i	-2	0	-1	COc1cccc(C(=O)N(C)C(C)c2nc3ccccc3s2)c1 (stereo not given)
-2	19	40	13	4.1	1	i	-17	7	0	O=C(NCc1ccco1)[C@@H]1CSC2c3ccccc3C(=O)N21 (stereo not given in full)
56	-1	-8	12	18	-157	x	135	-124	-31	CN1C2CCC1/C(=C/c1cccn1C)C(=O)/C2=C\c1cccn1C
1	-1	1	1	-0.9	0	i	-1	-9	-1	COc1ccc(N(CC(=O)Nc2cccc3ccccc23)S(C)(=O)=O)cc1
15	-7	1	1	0.2	-2	i	0	-2	2	Cc1ccc(Cl)cc1N1CCN(C(=O)Cn2ccc3ccccc3c2=O)CC1
24	8	-1	-2	2.4	-19	i	6	7	3	Cc1cccc2cc(CN(Cc3cccs3)Cc3nnnn3Cc3ccccc3)c(=O)[nH]c12
-10	1	0	2	-2.3	2	i	-4	4	-2	CSCC[C@H](NC(=O)C1CCC(CNC(=O)[C@@H]2CCCN2C(=O)OC(C)(C)C)CC1)C(=O)O (stereo not given in full)
-7	-1	-11	-3	-0.6	-1	i	-3	-6	-1	COc1ccc(S(=O)(=O)Nc2ccc3c(c2)CC(=O)N([C@H](C)CO)C[C@H](C)[C@H](CN(C)C(=O)Nc2ccc4c(c2)OCO4)O3)cc1
3	0	-1	2	-2.1	1	i	-5	1	0	O=S(=O)(NCC(c1cccnc1)N1CCOCC1)c1ccccc1 (stereo not given)
16	-4	-18	1	-1.5	-1	i	-16	-1	2	O=S(=O)(NC(=S)c1ccccc1)c1ccccc1
-15	-6	7	1	0.2	1	i	-1	0	7	CCC(=O)N1CCc2cc(Br)cc(S(=O)(=O)N3CCC(C(=O)NC(C)(C)C)CC3)c21
-3	2	-4	0	2.3	-9	i	0	0	1	COc1ccc(CN(C)C(=O)c2cc(-c3ccc(C)cc3C)nc3ccccc23)c(OC)c1OC
9	1	0	-5	0.9	-7	i	1	-4	-1	OC(C#CCCN1CCCCC1)(c1ccccc1)c1ccccc1
28	-5	-1	-6	2.1	6	i	4	3	0	CCOc1cc(/C=N/NC(=O)c2ccc(N(C)S(=O)(=O)c3ccccc3)cc2)ccc1OC
34	8	-5	-2	0.8	0	i	12	-7	-5	CC/C(=N\NC(=O)CSCc1ccc(Cl)cc1)c1ccc2c(c1)OCCO2
-2	-4	-1	-1	-3.2	0	i	0	0	-2	NC(=O)CCC1NC(=S)N(Cc2ccccc2)C1=O (stereo not given)
10	-1	-5	-2	-0.2	-4	i	-4	7	-1	Cc1c2cn[nH]c(=O)c2c(C)n1-c1ccccc1
12	0	0	-4	-0.2	10	i	-8	-2	7	COC(=O)c1ccc(N2CCC(C)CC2)c(N)c1
7	4	-16	0	0.9	-2	i	-7	4	-4	COc1cc(C(=S)N2CCC(Cc3ccccc3)CC2)ccc1OCC(N)=O
11	6	16	-17	9.5	-54	i	11	0	4	c1ccc(-c2cc(-c3ccncc3)nc3ccc4ccccc4c23)cc1
5	-3	1	-1	1.6	-6	i	6	2	-1	Cn1c(Cl)c(/C=N/OC(=O)C2CC2)c2ccccc21

The final 4 records of the section before open the next one:
SKN-1 block	NadD block	Scp1 inh	DNMT1 inh	LMPTP inh	MT1-MMP act inh	Rpn11 block	CendR NRP1 mod	SUMO1-SIM PPI	STEP block	Structure
12	0	0	-4	-0.2	10	i	-8	-2	7	COC(=O)c1ccc(N2CCC(C)CC2)c(N)c1
7	4	-16	0	0.9	-2	i	-7	4	-4	COc1cc(C(=S)N2CCC(Cc3ccccc3)CC2)ccc1OCC(N)=O
11	6	16	-17	9.5	-54	i	11	0	4	c1ccc(-c2cc(-c3ccncc3)nc3ccc4ccccc4c23)cc1
5	-3	1	-1	1.6	-6	i	6	2	-1	Cn1c(Cl)c(/C=N/OC(=O)C2CC2)c2ccccc21
10	3	x	6	-0.6	2	i	-5	3	-4	CCN(CC)C(=O)C1=C(C)N(Cc2ccc(OC)cc2)C(=O)C(CC(=O)NCCc2ccccn2)C1 (stereo not given)
1	-6	-10	1	-3.7	2	i	2	4	-1	CCCN1CCN(CC(=O)Nc2cc(OCC)ccc2OCC)CC1
0	-2	-8	6	-0.7	-2	i	8	0	0	COc1ccc(CN(C)C(=O)COC(=O)c2cnc(Cl)c(Cl)c2)cc1
-5	-1	-7	0	-0.1	-3	i	-4	-16	-1	O=C(Nc1nc2ccccc2s1)c1ccccc1[N+](=O)[O-]
-15	-1	-4	0	0.2	1	i	-3	6	3	CC(=O)N(CCc1ccccc1C)Cc1cc2cc(C)ccc2[nH]c1=O
3	-4	-13	1	-1.3	1	i	-6	-3	-2	COCCCN(CCC#N)C(=O)c1c(-c2c(Cl)cccc2Cl)noc1C
-12	-2	-1	-3	-1.6	2	i	1	-1	1	CCOc1ccc(NC(=O)c2ccc(NCC(=O)N3CCCCCC3)cc2)cc1
5	9	-2	-1	1.6	-1	i	3	2	1	COc1cc(C2Nc3ccc4ccccc4c3C3=C2C(=O)CC(C)(C)C3)ccc1OCC(=O)O (stereo not given)
-8	-5	-11	-2	-0.3	7	i	6	-3	-2	COc1ccc(CCNC(=O)CCCCn2c(=O)[nH]c3ccccc3c2=O)cc1OC
3	2	-14	2	3.8	-2	i	3	1	2	Nc1c2c(nc3ccccc13)CCCC2=O
9	2	-5	1	1.2	4	i	6	-1	-1	COc1ccc(NC(=O)C2CCC(CNc3c(N4CCCCC4)c(=O)c3=O)CC2)c(OC)c1 (stereo not given)
-6	1	1	-7	1.0	-3	i	-2	0	-2	CCn1c(-c2ccccc2SC)n[nH]c1=S

Exported with two lines to a compound: two of the compounds above.
Values run as follows: SKN-1 block, NadD block, Scp1 inh, DNMT1 inh, LMPTP inh, MT1-MMP act inh, Rpn11 block, CendR NRP1 mod, SUMO1-SIM PPI, STEP block
> COc1ccc(NC(=O)C2CCC(CNc3c(N4CCCCC4)c(=O)c3=O)CC2)c(OC)c1 (stereo not given)
    9, 2, -5, 1, 1.2, 4, i, 6, -1, -1
> COCCCN(CCC#N)C(=O)c1c(-c2c(Cl)cccc2Cl)noc1C
    3, -4, -13, 1, -1.3, 1, i, -6, -3, -2

(continued)
SKN-1 block	NadD block	Scp1 inh	DNMT1 inh	LMPTP inh	MT1-MMP act inh	Rpn11 block	CendR NRP1 mod	SUMO1-SIM PPI	STEP block	Structure
12	2	x	10	-0.9	0	i	0	4	-2	O=C(/C=C/[C@H]1O[C@@H](n2ccc(=O)[nH]c2=O)[C@H](O)[C@@H]1O)N1CCN(Cc2ccc(F)cc2)CC1
11	6	-13	2	-0.1	-2	i	8	-5	0	COC(=O)c1ccc(-n2c(C)nc(=O)c(-c3ccccc3)c2C)cc1
-1	-7	-2	-1	0.0	0	i	14	1	0	CC#CC(=O)N1CCC(C(=O)Nc2ccc(Oc3ccccc3)nc2)CC1
-8	1	84*	97*	-0.5	-2	i	-13	92*	2	C=C(C)C(=O)Nc1cccc(C2=NOC3(C2)C[C@H](C(N)=O)N(C(=O)c2ccccc2C(=O)c2ccccc2)C3)c1 (stereo not given in full)
0	0	-4	-3	-1.2	1	i	2	5	1	CCc1c(C)c2c(C)[nH]nc2oc1=O
9	-3	2	-13	2.4	-4	i	-10	-2	-4	CC(C)c1ccc(S(=O)(=O)N2CCN(C(=S)NCc3ccco3)CC2)cc1
46*	-3	-13	0	2.4	2	i	10	-2	1	O=S(=O)(Cc1ccc(Cl)cc1)Oc1ccc(Cl)cc1
9	8	0	-37	1.4	2	i	-16	-1	3	CCC(C)C(=O)Nc1nc(C)c(-c2csc(Nc3ccccc3OC)n2)s1 (stereo not given)
1	-14	3	-4	12	-10	i	-1	-14	5	CC(=O)c1ccc(N2CCN(c3ccnc4cc(Cl)ccc34)CC2)cc1
10	-2	-7	-2	2.1	-1	i	13	-4	0	Cc1cccc(OCCNC(=S)NC(=O)c2cncc(Br)c2)c1
8	-3	x	3	0.2	-2	i	-15	2	0	Cn1nccc1-c1ccc(C(=O)NCc2ccco2)c2occc12
-19	-6	1	0	0.2	2	i	-3	2	2	CCOc1ccccc1NC(=O)C1CCCN(c2c(CC)c(C)nc3ncnn23)C1 (stereo not given)
2	2	-11	-13	-3.7	-5	i	5	-15	1	Cc1c[n+](CC(=O)c2ccccc2)c(C)cn1
-8	-8	5	-3	-3.3	-1	i	2	-72	-1	Cc1ccc2c(C)c(C(=O)N3CCN(c4ccncc4)CC3)oc2c1C
